# Screening results (PubChem)
# Mac1 fbg inh: inhibitors of CD11b/CD18 adhesion to fibrinogen, primary screen, K562 cells, luminescence | Integrin beta-2 (Homo sapiens) + Integrin alpha-M (Homo sapiens), P05107+P11215 | ATPlite luminescence; Mn2+ added to activate the integrin | hit rate 0.54% among 93,000 | inhibition, % at 10 µM;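 active = primary inhibition of 50% or more at 10 µM, then 40% or more on retest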; note: some results filed as inactive read as strong as hits
# Target sequence (P05107 whole entry, looked up, other chains not shown): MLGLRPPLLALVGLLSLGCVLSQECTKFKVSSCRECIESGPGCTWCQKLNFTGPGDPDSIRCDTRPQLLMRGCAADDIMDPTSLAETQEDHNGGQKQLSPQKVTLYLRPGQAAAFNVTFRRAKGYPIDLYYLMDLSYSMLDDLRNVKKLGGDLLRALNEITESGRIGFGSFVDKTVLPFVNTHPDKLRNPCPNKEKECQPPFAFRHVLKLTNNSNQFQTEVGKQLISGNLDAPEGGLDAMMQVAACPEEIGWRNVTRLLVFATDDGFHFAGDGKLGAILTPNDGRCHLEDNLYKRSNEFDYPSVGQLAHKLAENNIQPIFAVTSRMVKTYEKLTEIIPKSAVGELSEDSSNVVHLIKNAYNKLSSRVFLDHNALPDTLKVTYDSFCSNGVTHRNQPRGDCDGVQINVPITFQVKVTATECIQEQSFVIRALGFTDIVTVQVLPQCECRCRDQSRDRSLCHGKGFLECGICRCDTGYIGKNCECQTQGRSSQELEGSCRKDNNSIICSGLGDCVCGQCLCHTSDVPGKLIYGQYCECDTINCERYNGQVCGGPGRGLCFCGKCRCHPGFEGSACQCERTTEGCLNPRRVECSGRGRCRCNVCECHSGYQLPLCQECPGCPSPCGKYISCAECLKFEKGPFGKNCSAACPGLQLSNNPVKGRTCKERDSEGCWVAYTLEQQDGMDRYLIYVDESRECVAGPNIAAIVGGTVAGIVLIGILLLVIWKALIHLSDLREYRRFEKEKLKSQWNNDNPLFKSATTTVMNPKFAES
# sEH inhibitor: soluble epoxide hydrolase inhibitors, primary screen, biochemical, human sEH; hit rate 0.34% among 91,000; inhibition, % at 2 µM; recombinant human sEH enzymatic activity assay; Bifunctional epoxide hydrolase 2 (Homo sapiens), P34913; in the data active = inhibition above about 80%; note: values of inactives mirror those of a sister screen read the other way; many of its hits are not listed in these tables
# PostGolgi yeast: phenotypic screen on post-Golgi transport, primary screen | AID 739, 2007 | hit rate 0.9% among 98,000 | inhibition, % at 10 µM | post-Golgi transport phenotypic cell assay;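 note: yeast cells grown in 1536-well plates; yeast grown about 18 h at 30C before absorbance read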
# PostGolgi ctrl: growth inhibition of yeast control strain, primary screen, counter-screen for post-Golgi transport modulator project | efflux-deficient yeast background strain, growth absorbance A615, 16 h | inhibition, % at 10 µM | hit rate 5% among 98,000 | AID 738, 2007
# S1P2 agonist: S1P2 receptor agonists, primary screen, cell-based; S1P2-expressing cell line, agonist reporter read-out; AID 729, 2007; activation, % at 4.5 µM; hit rate 0.46% among 97,000; Sphingosine 1-phosphate receptor 2 (Homo sapiens), O95136; in the data active = activation above about 16%;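 note: 0% = vehicle low control and 100% = maximal reference agonist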
# Target sequence (O95136 whole entry, looked up): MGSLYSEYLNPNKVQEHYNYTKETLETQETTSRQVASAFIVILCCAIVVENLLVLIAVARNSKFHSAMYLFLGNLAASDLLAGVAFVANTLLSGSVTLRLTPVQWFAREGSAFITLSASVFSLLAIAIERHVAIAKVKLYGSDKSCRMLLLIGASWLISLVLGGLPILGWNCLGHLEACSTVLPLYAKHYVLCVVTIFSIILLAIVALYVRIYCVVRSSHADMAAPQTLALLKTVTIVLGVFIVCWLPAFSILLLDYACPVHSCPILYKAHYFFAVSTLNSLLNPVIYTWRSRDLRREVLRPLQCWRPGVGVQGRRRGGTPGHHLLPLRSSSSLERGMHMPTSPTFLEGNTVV
# S1P2 antag: human S1P2 receptor antagonists, primary screen, cell-based; cell-based S1P2 antagonist assay, inhibition at 5 uM; inhibition, % at 5 µM; hit rate 0.21% among 97,000; in the data active = inhibition above about 45%;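 note: CRE beta-lactamase reporter cells expressing human S1P2 stimulated with S1P; 0% = agonist at EC80 alone and 100% = agonist plus reference antagonist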
# sEH activator: soluble epoxide hydrolase activators, primary screen, biochemical, human sEH. purified human sEH enzymatic activity, activator screen. activation, % at 2 µM. hit rate 0.04% among 91,000; in the data active = activation above about 37%; note: values of inactives mirror those of a sister screen read the other way
# Ecoli WT expand: growth inhibitors of wild-type E. coli, primary screen, strain BW25113, expanded library, OD600 | OD600 absorbance | growth inhibition, % at 100 µM | hit rate 0.15% among 98,000;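 active = growth inhibition above about 50% at one test dose, limit read from the data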;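 note: growth measured after 20 h incubation at 37 °C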
# PLAP activator: PLAP enzyme activators, biochemical, luminescence, HTS | hit rate 1.2% among 96,000 | purified PLAP enzyme, luminescent substrate read-out; hits give high values | Alkaline phosphatase, placental type (Homo sapiens), P05187 | activation fold at 20 µM; in the data active = activation fold above about 2
# Starred values were filed as active, the others as inactive; x = not tested or not shown. Cut-off read from the data, not from the text of the source, unless noted: active = inhibition above about 30%; inactive = the rest.
SMILES,Mac1 fbg inh,sEH inhibitor,PostGolgi yeast,PostGolgi ctrl,S1P2 agonist,S1P2 antag,sEH activator,Ecoli WT expand,PLAP activator
CCc1ccc(C(=O)/C=C/c2ccc([N+](=O)[O-])o2)cc1,-22,-19,63*,10,-5,-8,18,11,0.9
CCCc1nc2oc3c(OC)ncnc3c2c2c1COC(C)(C)C2,-24,5,13,5,10,-20,-4,-2,1.5
O=C(Nc1nnc(COc2ccc(Cl)cc2)s1)c1ccc([N+](=O)[O-])cc1,x,19,22,2,-6,7,-16,-6,1.1
Cc1ccc(S(=O)(=O)N(C(=O)c2ccncc2)c2ccc(OC(=O)c3ccncc3)c3ccccc23)c(C)c1,72*,-6,0,5,-5,-17,8,-2,1.3
COc1cc(C2C(C#N)=C(N)Oc3cc(N(C)C)ccc32)cc2c1OCO2 (stereo not drawn),12,-5,-1,18,3,23,2,4,1.2
COc1cc(C(C#N)N2CCOCC2)ccc1O (stereo not drawn),15,-7,11,10,-5,2,6,8,1
CN(C)S(=O)(=O)c1ccc(C(=O)Nc2nnc(Cc3ccccc3)s2)cc1,51,79,4,9,-8,-3,-79,-4,1.1
CCOC(=O)c1c(C)oc2ccc(OCc3cc(C(=O)OC)oc3C)cc12,9,5,9,7,-2,-28,-4,-17,1.8
CN(C)c1ccc(N/C=C/C(=O)c2ccc(F)cc2)cc1,31,9,-5,0,-11,17,-4,0,0.8
Cn1cc(C(c2ccccn2)c2cn(C)c3ccccc23)c2ccccc21,-9,-3,10,53*,-5,3,5,-15,1.6
c1ccn2c(c1)nc1c2nc2ccccn21,-3,x,-1,-2,x,x,x,7,1
COCCN1Cc2cccc(C(=O)NC(C)c3cccs3)c2C1=O (stereo not drawn),-25,-7,-4,0,-3,-6,8,2,0.8
O=C(NC(Cc1ccccc1)C(=O)O)c1ccc(S(=O)(=O)N2CCCC2)cc1 (stereo not drawn),22,-9,-2,12,-5,1,12,-2,1.3
CCC(=O)N(CCC1(C(C)C)CCOC(C)(C)C1)Cc1ccco1 (stereo not drawn),-12,-4,1,10,-9,4,3,6,1.3
CCC(=O)NC(=S)Nc1cccc(NC(=O)c2ccc(Cl)cc2Cl)c1,11,14,-1,12,-3,-6,-14,-7,1
O=C(Nc1ccccc1N1CCCCC1)c1ncoc1-c1ccc(F)cc1,x,-4,1,9,-1,5,0,-17,1
Cc1ccc(C2N(c3ccccc3)C(=S)N3CCCN23)cc1 (stereo not drawn),3,-9,-2,5,-6,-14,9,-2,1
O=C(NCc1cccnc1)c1ccc(COc2cccc3ccccc23)o1,12,5,2,18,-5,1,-2,4,1.1
N#Cc1ccc(OCC(=O)N/N=C2\CCc3ccccc32)cc1,8,44,11,4,-7,10,-43,-3,1
CCC(Oc1ccccc1)C(=O)NCc1cccnc1 (stereo not drawn),-3,-10,3,7,-5,-3,14,1,0.8
CCOC(=O)c1c(O)c2ccccc2n(-c2ccccc2)c1=O,-16,x,-9,1,x,x,x,7,0.9
CC(C)(C)NC(=O)CCC1COc2ccccc2O1 (stereo not drawn),1,-10,-1,7,-1,-3,9,11,0.8
Nc1c(C(=O)NC2CCCC2)sc2nc(-c3cccs3)ccc12,7,x,24,4,x,x,x,-4,1.2
Cn1c(SCc2ccc(Br)cc2)nnc1-c1cccs1,2,-2,-2,21,-5,13,0,5,0.7
O=C(CN1CCOCC1)Nc1cccc(Cl)c1Cl,-10,7,4,2,-6,2,-6,7,1.2

# Profiles from above. Order of screens: Mac1 fbg inh	sEH inhibitor	PostGolgi yeast	PostGolgi ctrl	S1P2 agonist	S1P2 antag	sEH activator	Ecoli WT expand	PLAP activator
# O=C(Nc1ccccc1N1CCCCC1)c1ncoc1-c1ccc(F)cc1 is listed with x	-4	1	9	-1	5	0	-17	1
# CCC(=O)NC(=S)Nc1cccc(NC(=O)c2ccc(Cl)cc2Cl)c1 is listed with 11	14	-1	12	-3	-6	-14	-7	1
# Cn1cc(C(c2ccccn2)c2cn(C)c3ccccc23)c2ccccc21 is listed with -9	-3	10	53*	-5	3	5	-15	1.6

# More records
SMILES,Mac1 fbg inh,sEH inhibitor,PostGolgi yeast,PostGolgi ctrl,S1P2 agonist,S1P2 antag,sEH activator,Ecoli WT expand,PLAP activator
CN(C)c1cc(-c2ccccc2)nc(N)n1,-1,0,-8,-5,x,x,4,16,1
Nc1nnc(SCC(=O)N2CCc3ccccc32)n1-c1ccccc1,1,-8,4,13,-5,22,2,-2,1.3
COc1cc(CNCCc2ccc(S(N)(=O)=O)cc2)ccc1OCc1ccc(Cl)cc1,7,3,-19,16,-8,27,-2,-6,1.5
CC1(C)CC(=O)C(C=NCCO)=C(O)C1,x,8,-5,8,-1,4,-7,6,1.3
COc1ccccc1N1C(=O)C2CC=CC(C)C2C1=O (stereo not drawn),-4,x,8,8,x,x,x,-1,1
Cc1oc(/N=C/c2ccc(Cl)cc2)c(C#N)c1C,-10,16,22,3,-13,2,-16,-9,0.9
COc1ccc(OCCCC(=O)NC(C)c2ccccc2)cc1 (stereo not drawn),1,-3,-1,27,-5,-15,2,3,1
COc1cccc(N2CCCn3c2nc2c3c(=O)n(CCN3CCOCC3)c(=O)n2C)c1,-5,1,0,9,-3,17,-4,3,1.1
CCC(C)(NC(=O)c1ccccn1)C(=O)NC1CCCCC1 (stereo not drawn),x,-3,-1,-3,-7,-3,5,5,0.9
O=C(NCCc1ccccc1)C(=O)N/N=C/c1ccc2c(c1)OCO2,x,18,-15,-1,7,-14,-17,-2,1.1
CC(=O)Nc1n[nH]c(S(=O)(=O)Cc2ccc(Cl)cc2Cl)n1,-18,2,x,x,-5,16,-2,x,1.1
CCCCCCCCn1cc(C(C)=O)c(=O)[nH]c1=O,x,3,12,4,-7,11,-2,2,1
COc1ccc(-n2ncc3c(NCCN4CCOCC4)ncnc32)cc1,-9,-5,-6,7,-3,-7,7,-1,0.9
COc1cnc(SCc2ccc(Cl)cc2)nc1Cl,x,x,18,3,-3,31,x,0,0.8
CCOC(=O)N1CCN(C(=O)Nc2sc3nc4n(c(=O)c3c2C)CCC(C)CC4)CC1 (stereo not drawn),-11,14,6,1,3,-8,-13,-9,1.5
COCc1cc(=O)[nH]c(/N=C(\N)Nc2cccc(C)c2)n1,-33,3,1,-1,-3,-5,-1,-2,2.4*
CCC(=O)Nc1ccc(NC(=O)c2ccc3c(c2)OCO3)cc1,-7,-1,4,0,-1,-23,2,-21,0.9
COc1ccc(N(C(=O)c2ccco2)C(C(=O)NC2CCCCC2)c2ccccc2)cc1 (stereo not drawn),x,25,x,x,-4,-13,-22,x,x
Cc1nc2ccccc2c2c1C(=O)N(C)C2=O,-12,2,-5,16,-10,-10,-2,-1,1.2
CCS(=O)(=O)N1CCCC(C(=O)NCc2ccc(C)cc2)C1 (stereo not drawn),9,27,-1,-3,-8,12,-26,0,1.1
Cc1onc(-c2c(F)cccc2Cl)c1C(=O)OCn1nnc2ccccc2c1=O,x,3,x,x,-4,5,-8,x,x
COc1ccc(OC)c(CN2CCN(c3ccccc3OC)CC2)c1,-1,x,-4,4,x,x,x,-5,1.4
COc1ccc2cc(-c3cc(C(=O)O)c4ccccc4n3)ccc2c1,x,10,-6,5,-3,-10,-9,-4,0.8
O=C(COc1ccc(Cl)cc1Br)N1CCN(c2ccccc2)CC1,-3,10,4,27,-3,-11,-11,4,1
COc1ccc(N(CC(=O)NCc2ccccc2)S(=O)(=O)c2c(C)nn(C)c2C)cc1,-12,0,1,9,-1,13,2,0,1.1

# Rewritten with bars between the fields: 5 of the compounds above.
structure | Mac1 fbg inh | sEH inhibitor | PostGolgi yeast | PostGolgi ctrl | S1P2 agonist | S1P2 antag | sEH activator | Ecoli WT expand | PLAP activator
O=C(NCCc1ccccc1)C(=O)N/N=C/c1ccc2c(c1)OCO2 | x | 18 | -15 | -1 | 7 | -14 | -17 | -2 | 1.1
O=C(COc1ccc(Cl)cc1Br)N1CCN(c2ccccc2)CC1 | -3 | 10 | 4 | 27 | -3 | -11 | -11 | 4 | 1
CCC(=O)Nc1ccc(NC(=O)c2ccc3c(c2)OCO3)cc1 | -7 | -1 | 4 | 0 | -1 | -23 | 2 | -21 | 0.9
Nc1nnc(SCC(=O)N2CCc3ccccc32)n1-c1ccccc1 | 1 | -8 | 4 | 13 | -5 | 22 | 2 | -2 | 1.3
Cc1nc2ccccc2c2c1C(=O)N(C)C2=O | -12 | 2 | -5 | 16 | -10 | -10 | -2 | -1 | 1.2

# Additional compounds:
SMILES,Mac1 fbg inh,sEH inhibitor,PostGolgi yeast,PostGolgi ctrl,S1P2 agonist,S1P2 antag,sEH activator,Ecoli WT expand,PLAP activator
CCOc1ccc(NC(=O)C2CC(=O)NC(N3CCc4ccccc43)=N2)cc1 (stereo not drawn),-5,5,3,7,-8,7,-5,-9,1
COC(=O)Nc1ccc(S(=O)(=O)N(C)C)cc1,-4,6,-7,9,-8,-7,-1,6,1
C/C(=C\c1ccccc1)CN(C)CCN(C)C,0,-10,0,4,-5,14,8,-9,1.1
Cc1cccc2sc(NC(=O)Cn3cccc3)nc12,35,-1,6,-5,1,5,1,1,1
CCOC(=O)Cn1c(=O)n(Cc2ccco2)c(=O)c2ccc(C(=O)NCCc3ccccc3)cc21,14,13,-2,12,-2,17,-13,-16,1.3
Cc1ccc(CSCCNC(=O)c2ccc(N(C)S(=O)(=O)c3ccccc3)cc2)cc1,35,38,7,11,-2,-16,-38,-19,1.4
O=C(NCCC1=CCCCC1)C1COc2ccccc2O1 (stereo not drawn),-7,x,-5,11,x,x,x,-3,1.3
CC(C)CSc1nc(N2CCOCC2)c2c(c1C#N)CC(C)(C)SC2,-5,0,-9,18,-5,-7,0,-15,1.2
COc1cccc(Cn2nnc(C(=O)Nc3cc(C)ccc3OC)c2N)c1,-21,1,-6,16,-3,5,0,-7,1
O=S(=O)(Nc1ccc(N2CCCCC2)cc1)c1cccs1,64,-4,-4,6,-4,18,3,10,1.2
Cc1ccc(NC(=O)CSc2nnc(-c3cccnc3)n2-c2ccc(C)cc2)cc1,x,12,x,x,-9,-2,-7,x,x
Cc1ccccc1OCC(O)Cn1c(=N)n(CCN2CCOCC2)c2ccccc21 (stereo not drawn),-27,-18,0,-3,2,6,18,-4,1.8
CCn1c2ccccc2c2nnc(SCC(=O)N3CC(C)OC(C)C3)nc21 (stereo not drawn),17,1,-4,3,5,-17,0,2,1.5
Cc1ccc(-n2ncc3c(Nc4cccc(C(=O)O)c4)ncnc32)cc1,-10,-5,6,13,-3,-30,4,-10,0.9
COc1ccccc1NC1SC(=O)N(c2ccccc2)C1=O (stereo not drawn),-12,-4,-8,2,-8,24,4,-3,1
Cc1cccnc1Nc1nc(-c2ccccn2)cs1,6,-10,101*,52*,0,12,12,20,1.1
COc1ccccc1CNC(=O)Cn1cnc2ccccc2c1=O,0,x,-5,-11,x,x,x,1,0.8
Cc1ccccc1NC(=S)N(C)Cc1cccs1,-1,2,-18,20,-5,1,-2,-6,0.9
O=C(Nc1ccc(CCC(=O)N2CCCC2)cc1)c1ncn[nH]1,-16,1,-5,2,-4,16,0,-4,1
COc1ccc(NC(=O)NCCCN2CCCC2=O)c(OC)c1,-28,-1,-7,3,-4,-10,1,4,0.9
CCN(CC)CCOC(=O)C1c2ccccc2Oc2ccccc21,-3,-10,1,23,-10,11,10,5,1.2
CC1Cc2cc(-c3csc(NC(=O)Cc4cccs4)n3)ccc2N1S(C)(=O)=O (stereo not drawn),92,8,-28,25,-11,30,-7,-13,1.4
CCOC(=O)C1=C(C)N(c2ccccc2)C(=O)C1CC(=O)O (stereo not drawn),-1,x,-5,4,-2,1,x,-7,1.3
Cc1oc(C(=O)O)cc1CSc1nnc(-c2ccccc2)n1C,-10,6,1,1,-1,-12,-3,6,1
O=C(CCN1C(=O)COc2ccccc21)NCCN1CCOCC1,-6,3,15,-6,-8,-2,-1,-4,1.1
CCCCOC(=O)c1ccc(NC(=S)NC(=O)c2c(Cl)cnn2C)cc1,x,0,-9,12,-6,12,6,-10,0.9
COc1ccc(CCNC(=O)CSc2nc3c(c(=O)n(C)c(=O)n3C)n2C)cc1OC,x,4,x,x,-5,-2,-4,x,x
Oc1ccc2nc(Cc3ccccc3)[nH]c2c1,-23,0,8,9,-5,-6,0,19,1.3
CC(=O)c1cccc(NC(=O)CSCc2ccccc2)c1,-8,5,-3,-9,-5,3,-6,7,1
